Compound activity from PubChem.
HEK293 tox: kills HEK 293 cells; HEK 293 viability, ATP luminescence (CellTiter-Glo), 48-72 h; Potency, µM (titrated, usually from 115 µM), inactives show top-dose activity change, negative = cytotoxicity, usual class: inhibitors; actives 6.6% (n = 94,000); AID 1345083; also: potency is read from the fitted curve at half-maximal effect; nearly all actives have a fitted effect of over 60% in size
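Read-out: CellTiter-Glo ATP luminescence. Cells: HEK 293, 250 cells/well. Exposure: 48 or 72 hr, 37 degree Celsius.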
SNCA expr inhib: SNCA gene expression inhibition. AID 1671194. HEK-293 SNCA-luciferase knock-in, luminescence, 24 h. actives 0.17% (n = 140,000). Potency, µM (titrated, usually from 57.2 µM), for inactives: at the top dose activity change, negative = inhibition, hits mostly inhibitors;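 also: potency is read from the fitted curve at half-maximal effect; plate controls were DMSO cells for no effect and cell-free wells for full effect; nearly all actives have a fitted effect of over 45% in size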
GPT2 inh: blocks human glutamate pyruvate transaminase 2; Q8TD30; Recombinant GPT2, coupled pyruvate oxidase/HRP Amplex Red fluorescence; Potency, µM (series often up to 57.7 µM), for inactives: at the top dose activity change, negative = inhibition, usual class: inhibitors; actives 0.25% (n = 100,000); AID 1671188; also: potency is read from the fitted curve at half-maximal effect; nearly all actives have a fitted effect of over 60% in size; many of its hits are not listed in these tables
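Inhibition is scored from Amplex Red fluorescence generated when pyruvate oxidase and HRP act on pyruvate released by GPT2. Reactions contain 10ng/uL enzyme, 250uM a-KG and 2mM L-alanine and run 30 min at room temperature.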
IP6K1 inhibitor: IP6K1 kinase inhibition; Q92551; IP6K1 kinase, ADP-Glo luminescence, 2 h; stronger effect = lower value; activity change, % (series mostly up to about 58 µM); actives 0.81% (n = 140,000); AID 1645851; in the data active = activity change below about -25%
Target sequence (Q92551 whole entry, looked up): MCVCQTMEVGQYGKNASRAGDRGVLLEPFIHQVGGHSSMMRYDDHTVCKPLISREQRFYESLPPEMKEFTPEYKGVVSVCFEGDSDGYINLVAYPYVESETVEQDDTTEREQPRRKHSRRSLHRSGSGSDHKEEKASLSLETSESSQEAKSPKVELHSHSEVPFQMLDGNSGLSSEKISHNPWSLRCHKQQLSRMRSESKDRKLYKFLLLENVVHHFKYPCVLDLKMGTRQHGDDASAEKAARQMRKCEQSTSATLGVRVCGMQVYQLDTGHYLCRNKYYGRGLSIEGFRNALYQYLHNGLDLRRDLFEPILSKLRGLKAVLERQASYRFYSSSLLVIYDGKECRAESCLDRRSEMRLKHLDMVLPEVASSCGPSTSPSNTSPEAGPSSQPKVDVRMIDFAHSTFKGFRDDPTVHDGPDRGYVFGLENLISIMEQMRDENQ
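ADP-Glo luminescence measures ADP made by human IP6K1 during a 2 h RT reaction with ATP/IP6 (mix at 1.3 mM/130 uM); top library doses 57.5 and 19.1 uM final.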
NIH3T3 tox: kills NIH 3T3 cells | Potency, µM (titrated, usually from 96.7 µM), for the others: at the highest dose activity change, negative = cytotoxicity, actives largely listed as inhibitors | NIH 3T3 viability, CellTiter-Glo ATP luminescence, 48-72 h | actives 4.3% (n = 94,000); also: potency is read from the fitted curve at half-maximal effect; nearly all actives have a fitted effect of over 55% in size
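NIH 3T3 cells at 400 cells/well received 23 nL of compound by pintool and were incubated 48 or 72 h at 37 °C. Viability was read as ATP-coupled CellTiter-Glo luminescence.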
Luciferase inh: blocks purified firefly luciferase enzyme activity. purified P. pyralis luciferase, luminescence, biochemical. Potency, µM (highest dose often 115 µM), for inactives: at the highest dose activity change, negative = inhibition, hits mostly inhibitors. AID 1347043. P08659. actives 2.5% (n = 76,000); also: potency is read from the fitted curve at half-maximal effect; nearly all actives have a fitted effect of over 65% in size
Target sequence (P08659 whole entry, looked up): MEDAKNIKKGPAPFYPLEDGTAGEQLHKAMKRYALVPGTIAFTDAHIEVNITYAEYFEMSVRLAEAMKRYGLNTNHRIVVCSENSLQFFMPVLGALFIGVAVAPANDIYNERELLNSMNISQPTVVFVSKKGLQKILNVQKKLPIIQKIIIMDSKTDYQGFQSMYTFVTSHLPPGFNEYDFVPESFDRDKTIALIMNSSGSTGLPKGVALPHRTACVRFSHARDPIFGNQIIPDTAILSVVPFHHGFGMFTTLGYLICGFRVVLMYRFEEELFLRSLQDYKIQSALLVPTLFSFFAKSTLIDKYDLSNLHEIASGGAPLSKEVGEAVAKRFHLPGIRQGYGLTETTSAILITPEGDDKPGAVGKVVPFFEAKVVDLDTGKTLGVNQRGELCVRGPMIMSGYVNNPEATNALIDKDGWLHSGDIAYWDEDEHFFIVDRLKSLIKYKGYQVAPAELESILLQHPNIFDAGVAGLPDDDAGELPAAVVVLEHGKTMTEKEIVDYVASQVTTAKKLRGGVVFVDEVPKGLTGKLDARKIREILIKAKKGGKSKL
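Luminescence read by CCD imager after adding enzyme (10nM final) to wells holding compound, titrated in qHTS. Substrates 10uM each D-luciferin and ATP; buffer 50mM Tris acetate pH 7.5, 10mM Mg acetate, Tween-20, BSA.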
HEK293 viab: counter-screen for SNCA expression inhibitors: cell viability | HEK-293-SNCA-luc viability, GF-AFC fluorescence, 24 h | Potency, µM (top dose mostly 57.1 µM), for the others: at the highest dose activity change, negative = cytotoxicity, usual class: cytotoxic | actives 0.12% (n = 150,000);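 also: potency is read from the fitted curve at half-maximal effect; 0% = DMSO-treated cells and -100% = medium-only wells without cells; nearly all actives have a fitted effect of over 30% in size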
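HEK-293-SNCA-luc cells (1500/well) plated 24 h, then exposed 24 h to a dilution series; GF-AFC added 30 min at 37C, fluorescence 405/540 nm; normalised to medium-only and DMSO wells, Hill fit.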
An asterisk follows results filed as active; i = inactive; ? = inconclusive; · = no result given; [ ] = dose if it differs, or a comment. Unless noted, calls follow the shape of the dose curve; as a rule, active = well fitted curve in the direction sought with a large enough effect; inconclusive = small, poorly fitted or top-dose-only effect, or another doubt; inactive = no such curve, though single readings can be large; an effect the other way counts as inactive or inconclusive. Unless noted, % is scaled to controls: 0 for no effect and ±100 for the full control effect. These rows are one share of the data; rates above refer to the full screens.

Second line of a record: HEK293 tox, SNCA expr inhib, GPT2 inh, IP6K1 inhibitor, NIH3T3 tox, Luciferase inh, HEK293 viab
(1) CN(Cc1nc(C2CC2)no1)C(=O)c1cccc(CC2CCNCC2)c1
→ -9%, 0%, i, 12, -4%, -1%, -8%
(2) Cc1ccc(C(=O)N2CCN(c3cc(-c4cccs4)[nH]n3)CC2)cc1C
→ ?, -22%, i, 2, ?, -2%, -1%
(3) COc1ccc(NC(=O)C2(S(=O)(=O)c3ccc(C)cc3)CC2)c(OC)c1
→ ·, 13%, ·, 6, ·, ·, ?
(4) CC(C)(C)OC(=O)N1CCC(N2CCN(Cc3ccccc3)C(=O)C2=O)CC1
→ ·, 7%, ·, 45, ·, ·, 8%
(5) CC(=O)Nc1ccc(CN2CCOC[C@H]2c2ncc(-c3cccc(Cl)c3)[nH]2)cc1
→ ?, 1%[87.6 µM], -8%[88.5 µM], 9, ?, 1%[172 µM], 4%[87.6 µM]
(6) CN(C)C(=O)c1cccnc1OC1CCN(C(=O)Nc2cc(F)cc(F)c2)C1 (stereo not given)
→ 10%, 24%, i, 19, ?, 9%, 10%
(7) CN1C(=O)c2cccn2CC1CNC(=O)Nc1ccccc1 (stereo not given)
→ 0%, -1%, i, 13, -3%, 0%, -3%
(8) COc1ccccc1N1CCN(S(=O)(=O)c2ccc(-c3cc(C(F)(F)F)on3)s2)CC1
→ ·, -21%, ·, -2, ·, ·, 1%
(9) COc1ccc(C(C(=O)O)N2CCN(c3ccc(F)cc3)CC2)c(OC)n1 (stereo not given)
→ 3%, -5%, i, 7, 3%, 11%, 2%
(10) CC1=C2[C@@H]([C@H](C)CC[C@H]2/C=C(\C)C(=O)O)[C@H](O)C1
→ ·, ·, ?, 17, ·, ·, -12%
(11) COc1ccc(CCc2nc(-c3nnn4c3COC(c3ccc(Cl)cc3)C4)no2)cc1 (stereo not given)
→ 6%, 31%[activator], i, 9, 3%, 8%, 11%
(12) CCCc1cc(C(=O)N2CCC3(CC2)CC(=O)N(CCCOC)C3)n(C)n1
→ 4%, ?, -2%[11.5 µM], -7, i, 0%, -8%
(13) Nc1nc2c(s1)CN(C(=O)C1CCC(=O)N(C3CCCC3)C1)CC2 (stereo not given)
→ 4%, 32%[activator], 1%, 4, -27%, 2%, -3%
(14) N#C/C(=C/c1ccccc1Cl)c1nc(-c2cc3ccccc3oc2=O)cs1
→ ·, 6%, ·, -10, ·, ·, ?
(15) Clc1ccc2nc(N3CCC(NCCc4cccnc4)CC3)sc2c1
→ 14µM*, 49%[activator], -3%, 10, 18µM*, -7%, 1%
(16) NC1CCN(Cc2ccc(-c3nc(CCn4cccn4)cc(=O)[nH]3)cc2)CC1
→ 4%, 12%, -7%, 1, i, 1%, 0%
(17) O=C(CSc1nc(=O)n(Cc2ccco2)c2c1CCC2)NCc1ccccc1
→ ·, -19%, ·, 22, ·, ·, 2%
(18) COc1cc2c(-c3ccccc3)c(C)oc2cc1CN1CCC2(CC1)C(=O)N(C(C)C)C(=O)N2C
→ 9%, ?, -3%, -10, i, 0%, 8%
(19) Cc1nn2c(C)c(C(=O)NC(C)(C)C)cnc2c1-c1ccc(F)cc1
→ ·, 16%, ·, 18, ·, ·, 9%
(20) O=C(c1ccc2cncn2c1)N1CCOCC1
→ 1%[172 µM], -9%[87.6 µM], -8%[88.5 µM], -5, -1%[138 µM], -2%[172 µM], 1%[87.6 µM]
(21) COc1cc2nc(NCCc3cccc(C)c3)n3nc(-c4ccccc4)nc3c2cc1OC
→ ·, 60%[activator], ·, 16, ·, ·, 17%
(22) COc1ccc(C)cc1NC(=O)c1ccc2c(c1)C(O)CCCCCN2C (stereo not given)
→ ?, 25%, i, 0, ?, -19%, -1%
(23) COc1ccc(CN2Cc3cc(NC(=O)Cc4ccc(F)cc4)ccc3OC(C)C2=O)cc1 (stereo not given)
→ 40µM*, -8%, i, -1, ?, -5%, 2%
(24) Cc1cc(C(=O)N2CCC(CCOc3ccc(F)cc3)C2)c(C)n1Cc1ccc(F)cc1 (stereo not given)
→ ?, ?, -20%, 22, ?, 11%, -28%
(25) Cc1cccc(-n2nnnc2S(C)(=O)=O)c1
→ ·, ?, ·, 3, ·, ·, 22µM*
(26) O=C(Nc1nc2n(n1)C(c1ccc(Cl)cc1)C=C(c1ccccc1)N2)c1ccco1 (stereo not given)
→ ·, -7%, ·, -7, ·, ·, ?
(27) CCNc1ncnc2sc3c(c12)CCN(Cc1ccncc1)C3
→ ?, -32%, i, -8, ?, -9%, -25%
(28) COC(=O)c1ccc(Cl)cc1NC(=O)Nc1nnc(N(C)Cc2ccccc2)s1
→ ·, 29%, ·, -6, ·, ·, -13%
(29) O=C(c1cccc(F)c1)N1CCCC(n2cc(-c3nc(C4CC4)no3)nn2)C1 (stereo not given)
→ ?, 16%, i, 16, -23%, 10%, 0%
(30) COc1ncccc1Nc1ncc(-c2ccccc2)c2c1OCC2
→ ?, -3%[87.6 µM], i, -11, -15%[138 µM], -1%[172 µM], -23%[87.6 µM]

Compound profiles, from the list above. Screens in order: HEK293 tox, SNCA expr inhib, GPT2 inh, IP6K1 inhibitor, NIH3T3 tox, Luciferase inh, HEK293 viab
Nc1nc2c(s1)CN(C(=O)C1CCC(=O)N(C3CCCC3)C1)CC2 (stereo not given) as listed: 4%, 32%[activator], 1%, 4, -27%, 2%, -3%
CN1C(=O)c2cccn2CC1CNC(=O)Nc1ccccc1 (stereo not given) as listed: 0%, -1%, i, 13, -3%, 0%, -3%

Next section:
Second line of a record: HEK293 tox, SNCA expr inhib, GPT2 inh, IP6K1 inhibitor, NIH3T3 tox, Luciferase inh, HEK293 viab
(31) Cc1ccc(C(=O)NC[C@H]2O[C@@H](CC(=O)N3CCOCC3)[C@H](O)[C@@H]2O)cc1
→ -11%[172 µM], 6%[87.6 µM], -7%[88.5 µM], 3, -24%[174 µM], 0%[172 µM], -3%[87.6 µM]
(32) COc1ccc(CCC(=O)NC2CCN(C(=O)N3CC4CC(C3)[C@H]3CCCC(=O)N3C4)CC2)cc1 (stereo not given in full)
→ 0%, 5%, 3%, -2, 0%, -4%, 4%
(33) N#Cc1cccc(CN2CCc3nc(C(=O)Nc4cccc(C(F)(F)F)c4)oc3CC2)c1
→ ?, ?, -3%, 1, ?, ?, -22%
(34) CCc1ccc([S+](=O)([O-])c2nnn3c2nc(NCCCOC(C)C)c2ccccc23)cc1
→ 0%, 4%, -8%, 8, -10%, ·, 2%
(35) Cc1cccc(CS(=O)(=O)Cc2ccc(C(=O)NCc3ccc(Cl)cc3)o2)c1
→ ·, -1%, ·, 4, ·, ·, 1%
(36) Cc1ccc(-c2cccc(CN3CCCC(NC(=O)c4c(C)noc4C)C3)c2)cc1Cl (stereo not given)
→ 22µM*, ?, -8%, 1, ?, ·, -18%
(37) CCN1CCN(C(=O)c2ccc3oc(-c4ccnc(Cl)c4)nc3c2)CC1
→ -11%[172 µM], 16%[87.6 µM], -1%[88.5 µM], 3, 3%[138 µM], ·, 4%[12.5 µM]
(38) O=[S+]([O-])(c1ccccc1)N1CC2(COCCN(CC3CC3)C2)C1
→ -20%[172 µM], 6%[87.6 µM], -16%[88.5 µM], 21, ?, -9%[172 µM], 3%[87.6 µM]
(39) Oc1c(C(c2ccccc2Cl)N2CCOCC2)sc2nc(-c3ccco3)nn12 (stereo not given)
→ ·, -6%, ·, 26, ·, ·, -18%
(40) COc1ncccc1-c1ncc2c(n1)OCCN(Cc1ccccc1)C2=O
→ -35%[172 µM], 23%[87.6 µM], -20%[88.5 µM], 2, ?, -27%[172 µM], 5%[87.6 µM]
(41) COCCN1C(=O)[C@@H]2C[C@@H](CN2Cc2ccc(Cl)cc2)Oc2ccccc21
→ ?, -1%[87.6 µM], i, 7, ?, 1%[172 µM], -16%[87.6 µM]
(42) COc1ccccc1N1CCN(C(=O)C2CCN(S(=O)(=O)c3cccs3)CC2)CC1
→ ·, 67%[activator], ·, -2, ·, ·, 13%
(43) CC[C@H]1CN(C(=O)Nc2ccccc2)CC[C@H]1CC(=O)NCc1ccccc1
→ -4%[172 µM], -17%[87.6 µM], i, -9, -8%[174 µM], 6%[172 µM], 3%[87.6 µM]
(44) Cc1oc(-c2ccccc2NC(=O)C2CCC2)nc1CNC(=O)Cc1cc(F)cc(F)c1
→ -8%, -5%, i, 24, -19%, -2%, -11%
(45) O=C(c1ccccc1)N1CCCC2(C1)Nc1cccnc1NC2=NC1CCCC1 (stereo not given)
→ -8%, -9%, ?, 0, 0%, -1%, -22%
(46) Cc1cc2ncc(C(=O)NCc3cccs3)cn2n1
→ 3%[172 µM], 113%[activator][87.6 µM], i, 2, -12%[138 µM], ·, -6%[87.6 µM]
(47) CC(=O)NCC12CCCC=C1N(C)C(=O)CC2 (stereo not given)
→ i, 18%, i, -11, i, 4%, -3%
(48) CCc1nn(CC(=O)NCCCN(CC(C)C)CC(C)C)c(=O)c2cc3sc(C)cc3n12
→ ·, 4%, ·, 0, ·, ·, -16%
(49) O=C(Cn1nc2c(cc1=O)CCCC2)NCc1ccc(Cl)cc1
→ ·, -19%, ·, 5, ·, ·, -7%
(50) Cc1cccc(CNC(=O)C2c3ccccc3CC(=O)N2C(C)C)c1 (stereo not given)
→ -20%, 10%, i, -1, -4%, 7%, 8%
(51) Cn1c(=O)n([C@@H]2CCN(C(=O)CCc3nc4ccccc4s3)C2)c2ncccc21
→ -13%, 47%[activator], -6%, -15, ?, ·, -2%
(52) Cc1nncn1C1CCN(S(=O)(=O)c2cccs2)CC1
→ -4%, -9%, i, 3, -6%, 1%, 5%
(53) O=C(CCn1nc(-c2ccccc2)c2ccccc2c1=O)Nc1ccccc1
→ ·, -11%, ·, 15, ·, ·, 3%
(54) O=C(C1CCN(C(=O)N2CC3CC(C2)[C@H]2CCCC(=O)N2C3)CC1)N1CCN(c2ccccn2)CC1 (stereo not given in full)
→ 1%, 5%, ?, 12, -15%, 0%, -3%
(55) CCCCN(CCCC)CCNC(=O)CN1C(=O)CSc2ccc(S(=O)(=O)N3CCCCC3)cc21
→ ·, -22%, ·, 6, ·, ·, ?
(56) CCOc1ccc(S(=O)(=O)NCC(c2ccc(N(C)C)cc2)N2CCc3ccccc32)cc1 (stereo not given)
→ ·, 3%, ·, 14, ·, ·, 2%
(57) O=C(O)Cc1sc(Nc2ccccc2Cl)nc1-c1ccccc1
→ ·, 103%[activator], ·, 0, ·, ·, -16%
(58) COc1ccc(-c2noc(CSCC(=O)Nc3cccc(C(F)(F)F)c3)n2)cc1OC
→ ·, 63%[activator], ·, -9, ·, ·, -6%
(59) COCCN1C(=O)CS(=O)C12CCN(C(=O)Nc1ccccc1F)CC2 (stereo not given)
→ i, 4%, ?, -3, i, -2%, 9%
(60) CC1CCc2nc3ncn(Cc4ccccc4F)c(=O)c3cc2C1 (stereo not given)
→ ·, 267%[activator], ·, 11, ·, ·, -18%
(61) COc1ccc(NC(=O)C2CCN(C(=O)c3nnn4c3COC(c3ccc(C)cc3)C4)CC2)cc1 (stereo not given)
→ 6%, 87%[activator], i, -2, i, ?, 5%
